Rat MKP-3 inhibitors: MKP-3 phosphatase inhibitors, primary screen, biochemical, rat enzyme, in vitro (AID 425); recombinant MKP-3 phosphatase activity, fluorescence; higher % means a stronger effect; Dual specificity protein phosphatase 6 (Rattus norvegicus); inhibition, % at 20 µM; hits with a dose series show IC50 in µM; hit rate 0.17% among 110,000; in the data active means inhibition above about 50%;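 further: plate controls were vehicle for no effect and reference inhibitor for full effect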
Hsp70 displacement: Hsp70 inhibitors, probe displacement, primary screen, biochemical, fluorescence polarization (AID 583) | Heat shock 70 kDa protein 1A (Homo sapiens) | Hsp70 fluorescence polarization probe displacement, mP; higher % means a stronger effect | displacement, % at 20 µM, or IC50 in µM where a hit was titrated | hit rate 0.06% among 140,000; in the data active means displacement above about 50%;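 further: plate controls were vehicle for no effect and reference ligand for full effect; a part of the inactive calls stands beside numbers as strong as those of hits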
An asterisk follows results filed as active; nt = not tested or not shown; & = joins results of further samples. These rows are one share of the data, so the mix of outcomes need not match the whole.

mol	Rat MKP-3 inhibitors	Hsp70 displacement
COc1cc(NC(=O)CCN2CCN(Cc3ccccc3)CC2)cc(OC)c1	-9%	nt
CN(C)c1ccc(NC(=O)c2ccncc2)c2ccccc12	3%	-1.3%
COc1ccc([N+](=O)[O-])cc1-c1ccc(C(=O)O)o1	6%	3.9%
Cc1ccc(S(=O)(=O)/N=C(/Nc2ccc([N+](=O)[O-])cc2)c2ccccc2)cc1	-4%	-5.8%
O=C(C1CCCN(S(=O)(=O)c2cnc[nH]2)C1)N1CCN(c2ccc(Cl)cc2)CC1 (centres undefined)	0%	-2.4%
O=C(c1cccnc1NCc1ccccc1)N1CCOCC1	-7%	-0.6%
COc1cccc(N2CCN(C(=O)C3C4C=CC5(CN(Cc6ccccc6Cl)C(=O)C35)O4)CC2)c1 (centres undefined)	-9%	4.9%
O=C(CN(c1cccc(Cl)c1)S(=O)(=O)c1ccccc1)Nc1ccc2ccccc2c1	2%	-2.6%
Oc1cccc2ccc(/C=C/c3cccs3)nc12	nt	-0.7%
Cc1cc(Cl)cc(Cl)c1OCC(=O)NCc1ccco1	-5%	-0.7%
COc1cccc(/C(O)=C2/C(=O)C(=O)N(CCCN3CCOCC3)C2c2ccncc2)c1 (centres undefined)	nt	6.7%
Cc1nc2c(-c3ccc(F)cc3)c(C)nn2c(N2CCOCC2)c1C	-1%	-0.3%
COc1cccc(OCCOc2ccccc2)c1	3%	0.4%
CCCN(Cc1cc2cc(OC)ccc2[nH]c1=O)C(=O)c1ccncc1	5%	-0.3%
CCc1cccc(NC(=O)Cc2ccccc2)c1	1%	2.6%
CCCCNC(=O)Cn1cnc2sc(C(=O)OCC)c(C)c2c1=O	-8%	7.1%
O=C(Oc1ccc(N(Cc2cccs2)C2=NS(=O)(=O)c3ccccc32)cc1)c1ccc(Cl)cc1	nt	16%
COC(=O)c1cc(-c2ccc3c(c2)OCO3)nc2ccccc12	-13%	-2.4%
Cc1cc(OCC(=O)Nc2cccc(Cl)c2)cc(C)c1Cl	4%	-2.7%
CCc1noc(C)c1C(=O)NCCc1ccc(OC)c(OC)c1	5%	-2.4%
O=C(Nc1ccc(N2CCOCC2)cc1)c1ccc(S(=O)(=O)N2CCCCC2)cc1	-5%	1.8%
O=C1/C(=C\c2ccc(-c3ccc([N+](=O)[O-])cc3)o2)SC(=S)N1c1ccc(O)cc1	14%	1.6%
O=C1C2C(c3ccc([N+](=O)[O-])cc3)OC3(C(=O)c4ccccc4C3=O)C2C(=O)N1c1ccc(Cl)cc1 (centres undefined)	-1%	-0.4%
O=C(COc1ccc(Cl)cc1Cl)N1CCCCCC1	-19%	-5.3%
Cc1cc(C(=O)CSc2nc3ccccc3c(=O)n2C)c(C)n1Cc1ccc2c(c1)OCO2	4%	3.2%
CC(=O)NS(=O)(=O)c1ccc(NC(=O)CCC2CCCC2)cc1	-15%&0%	3.5%
Cc1ccc(CCNC(=O)CN2C(=O)COc3ccccc32)cc1	2%	0.8%
O=C1NC(=S)S/C1=C/c1ccc(OCc2ccc(F)cc2)c(Br)c1	10%	6.8%
O=C(N/N=C\c1ccccc1C(F)(F)F)c1ccc(=O)[nH]n1	1%	-2.5%
Cc1ccc(OCC(=O)Nc2cccc(-c3nnc(-c4ccccc4)o3)c2)cc1	-6%	2.0%
CCOC(=O)/C(C#N)=C\c1c(C)cc(C)c(COC(C)=O)c1C	nt	-0.8%
Cc1ccc(S(=O)(=O)NCC(=O)OCC(=O)NC(=O)c2cccn2C)cc1	nt	0.2%
CCOC(=O)c1ccc(NC(=O)c2ccc(NS(C)(=O)=O)cc2)cc1	0%	1.2%
CCOC(=O)N1CCN(c2ncnc3c2[nH]c2ccc(OC)cc23)CC1	-21%	-5.3%
Cc1cccc(/C(N)=N/OC(=O)c2ccc(C)c([N+](=O)[O-])c2)c1	-1%	2.9%
CCOC(=O)N/N=C(\C)c1ccc(Br)cc1	nt	-5.7%
CC1CCCCC1NC(=O)CSc1nnc(-c2ccccc2)n1N (centres undefined)	-1%	0.7%
Cc1ccc(C)c(NC(=O)CSc2nc(C)cc(C)c2C#N)c1	nt	13%
Cc1nc(NC(=O)c2ccco2)sc1C(=O)Nc1ccc(Br)cc1	-8%	-7.3%
O=C(CN1C(=O)/C(=C/c2cccc(Br)c2)SC1=S)Nc1cccc(C(=O)O)c1	4%	4.4%
C#CCn1c(=NC(=O)CSCC(=O)N2CCOCC2)sc2ccccc21	nt	0.9%
COc1ccc(CNC(=O)CN(c2ccc(C)cc2)S(=O)(=O)c2ccc(F)cc2)cc1	3%	-1.6%
CCNC(=O)CN(c1ccc(CC)cc1)S(C)(=O)=O	-6%	nt
O=S(=O)(NCc1ccc2c(c1)OCO2)c1ccc(Br)cc1Br	1%	6.2%
CCc1ccc(C2NC(=O)c3c(sc4c3CCCC4)N2)cc1 (centres undefined)	1%	-2.8%
Cc1cc(OCC(=O)N2CCOCC2)cc2oc(=O)c3ccccc3c12	-2%	3.6%
Cc1cccc(N2C(=O)/C(=C/c3ccc(O)c(Cl)c3)C(=O)NC2=S)c1C	-3%	-4.0%
O=C(O)CCS(=O)(=O)Cc1ccccc1Cl	nt	4.7%
CCN(CC)CCNC(=O)CCCCn1c(=S)[nH]c2c([nH]c3ccc(OC)cc32)c1=O	5%	3.5%
CCCn1c(C)cc(C(=O)CN2C(=O)c3ccccc3C2=O)c1C	4%	-8.5%
CCS(=O)(=O)N1CCC(C(=O)NCc2cccs2)CC1	-8%	2.7%
COc1cc(/C=C2/SC(=S)N(CCC(=O)Nc3ccc(C(=O)O)cc3)C2=O)cc(OC)c1OC	-10%	-0.1%
Cc1ccc(NC(=O)N2CCC(C(=O)NCC(C)C)CC2)cc1	-17%	-3.4%
COc1ccc(OC)c(C2/C(=C(\O)c3ccccc3)C(=O)C(=O)N2c2cccnc2)c1 (centres undefined)	1%	-4.8%
CC(=O)OCCCn1c(=O)c2cc3c(=O)n(CCCOC(C)=O)c(=O)c3cc2c1=O	5%	-2.5%
Cc1ccc(Cn2ccc(NC(=O)c3cc(-c4ccc5c(c4)OCO5)on3)n2)cc1	3%	-3.8%

Following part.
mol	Rat MKP-3 inhibitors	Hsp70 displacement
Cc1c(NS(=O)(=O)N2CCCC2)c(=O)n(-c2ccccc2)n1C	7%	-3.5%
COc1ccc(/C=N/n2cnnc2SCc2ccccc2)cc1	-9%&6%	6.0%&-2.5%
COC(=O)c1cccc(S(=O)(=O)N2CCC(c3nc4ccccc4o3)CC2)c1	nt	-3.7%
CCOC(=O)C1CCN(c2ncnc3c2cnn3-c2ccc(OC)cc2)CC1	-10%	-1.7%
Cc1ccc(-c2cn(-c3ccccc3)c3[n+]2CCCS3)cc1	nt	2.1%
Cc1cccc(C)c1NC(=O)c1ccc(N(C)S(=O)(=O)c2ccccc2)cc1	3%	0.3%
O=c1[nH]c(O)c(C=NCc2ccc(Cl)c(Cl)c2)c(=O)[nH]1	0%	-4.8%
Cc1cc(C)n(-c2nc(-c3ccccc3)cc(-c3ccc(F)cc3)n2)n1	-2%	5.1%

The final 3 records of the part before are carried over, then new ones follow.
mol	Rat MKP-3 inhibitors	Hsp70 displacement
Cc1cccc(C)c1NC(=O)c1ccc(N(C)S(=O)(=O)c2ccccc2)cc1	3%	0.3%
O=c1[nH]c(O)c(C=NCc2ccc(Cl)c(Cl)c2)c(=O)[nH]1	0%	-4.8%
Cc1cc(C)n(-c2nc(-c3ccccc3)cc(-c3ccc(F)cc3)n2)n1	-2%	5.1%
COc1cccc(N2CCCn3c2nc2c3c(=O)n(CCN3CCOCC3)c(=O)n2C)c1	-9%	3.5%
CCN1CCN(Cc2cc(=O)oc3ccc(Cl)cc23)CC1	0%	3.6%
COc1ccc(-c2oc(NC(C)=O)c(C#N)c2-c2ccc(OC)cc2)cc1	nt	-5.4%
CCCCC12CN3CC(C)(CN(C1)C31C(=O)N(C)c3ccc(C)cc31)C2=O (centres undefined)	-3%	-2.5%
CC(=O)Nc1ccc(S(=O)(=O)N2CCN(CCCOc3ccccc3Cl)CC2)cc1	nt	3.7%
CCOC(=O)c1c(NC(=O)c2cccc(F)c2)sc(C(=O)N(CC)CC)c1C	3%	-1.3%
CCOC(=O)C1C(=O)CC(O)(c2ccc(Cl)cc2)CC1C=C(Cl)Cl (centres undefined)	-2%	0.4%
COc1ccccc1NC(=O)CN(Cc1ccco1)C(=O)c1cccs1	-3%	0.4%

Carrying on.
The line under a structure holds: Rat MKP-3 inhibitors	Hsp70 displacement
COc1cccc(N2C(=O)CC(N3CCN(Cc4ccc5c(c4)OCO5)CC3)C2=O)c1 (centres undefined)
  0%	-2.8%
CCOC(=O)C(NC=O)(NC(C)(C)C)C(=O)OCC
  9%	1.8%
Fc1ccccc1-c1nc(NCCCN2CCOCC2)c2ccccc2n1
  2%	6.5%
COC(=O)c1ccc(C2Nc3ccccc3NC3=C2C(=O)CC(c2ccccc2)C3)cc1 (centres undefined)
  0%	-4.5%
Cc1ccc(-c2cn3nc(C)c(C)nc3n2)cc1
  0%	-5.7%
Cn1c(Cn2c(=O)sc3ccccc32)nnc1SCC(=O)Nc1ccc(F)cc1
  1%	-0.2%
CCCNS(=O)(=O)c1ccccc1[N+](=O)[O-]
  -1%	2.2%
O=C(CN(c1ccccc1)S(=O)(=O)c1ccccc1)NCc1ccccn1
  0%	-1.8%
O=C(Cn1cc(/C=C2/C(=O)NC(=O)N(c3ccccc3F)C2=O)c2ccccc21)Nc1ccccc1
  13%	12%
Cc1cccc(N2CCN(C(=O)c3ccc(NC(=O)C4CCCO4)cc3)CC2C)c1 (centres undefined)
  -1%	-1.7%
CC(=O)Nc1cccc(NS(=O)(=O)c2ccc([N+](=O)[O-])cc2)c1
  -1%	-0.3%
CCOC(=O)N1CCN(S(=O)(=O)c2ccc(C(=O)Nc3nc4ccc(F)cc4s3)cc2)CC1
  -13%	1.5%
N#Cc1ccccc1Cn1c(=O)n(Cc2ccc(C(=O)NCc3ccco3)cc2)c(=O)c2sccc21
  -8%	nt
Cc1cc(-n2cc(C=O)c(-c3ccccc3)n2)nc2ccccc12
  4%	3.0%
CC(=O)Nc1ccc(NC(=O)CN(c2cccc(C)c2)S(C)(=O)=O)cc1
  nt	-4.1%

Next part, starting with the last four of the part before.
The line under a structure holds: Rat MKP-3 inhibitors	Hsp70 displacement
CCOC(=O)N1CCN(S(=O)(=O)c2ccc(C(=O)Nc3nc4ccc(F)cc4s3)cc2)CC1
  -13%	1.5%
N#Cc1ccccc1Cn1c(=O)n(Cc2ccc(C(=O)NCc3ccco3)cc2)c(=O)c2sccc21
  -8%	nt
Cc1cc(-n2cc(C=O)c(-c3ccccc3)n2)nc2ccccc12
  4%	3.0%
CC(=O)Nc1ccc(NC(=O)CN(c2cccc(C)c2)S(C)(=O)=O)cc1
  nt	-4.1%
OCc1nc2ccccc2n1CC(O)Cn1ccc2ccccc21 (centres undefined)
  0%	-7.3%
COCC(C)NCc1cc(OC)c(OC)cc1OC (centres undefined)
  1%	-0.2%
CCOC(=O)N1CCN(C(=O)CCCOc2ccccc2)CC1
  -8%	-5.3%
O=C(Nc1ccc(N2CCOCC2)cc1)c1ccc(Br)cc1
  -3%	-4.9%
c1ccc2c(c1)CNC1(CCCCC1)C2
  11%	5.5%
O=C(COc1ccc(S(=O)(=O)NC2CCCCC2)cc1)NCc1ccccn1
  -13%	-1.1%
COc1ccc(-c2nnc(SCC(=O)N3CCc4ccccc4C3)o2)cc1
  -6%	-5.9%
CSCCC(NC(=O)/C(=C\c1cccc([N+](=O)[O-])c1)NC(=O)c1ccccc1)C(=O)O (centres undefined)
  -1%	4.2%
O=C(O)Cc1ccc(C(=O)c2ccc(F)cc2)s1
  nt	-1.7%
COc1cccc(NC(=O)[C@@H]2CCCN2C(=O)C2CCN(S(=O)(=O)c3ccc(C)cc3)CC2)c1
  -7%	2.8%
COc1ccc(S(=O)(=O)N(CC(=O)Nc2ccccc2C(F)(F)F)Cc2ccccc2)cc1OC
  -4%	0.1%
Cc1cccc(-n2nc3c(c2NC(=O)c2ccc(S(=O)(=O)N4CCOCC4)cc2)CSC3)c1C
  1%	2.8%
COc1ccc(OCC(O)CNCc2ccco2)cc1 (centres undefined)
  -14%	-4.1%
O=C(c1ccc(Cn2cc(Cl)cn2)o1)N1CCN(Cc2ccc3c(c2)OCO3)CC1
  0%	3.0%
O=C(CSc1nnc(Cc2cc(=O)[nH]c(=O)[nH]2)n1-c1ccccc1)NCC1CCCO1 (centres undefined)
  4%	1.6%
CC1(C)CC(=O)C=C(NNC(=O)Cc2ccccc2)C1
  2%	5.4%
C=CCOc1ccc2c(C)cc(=O)oc2c1I
  3%	-2.8%
Cc1ccc(SCCNC(=O)CN(c2ccc3c(c2)OCO3)S(C)(=O)=O)cc1
  0%	0.6%
Cc1cc(=O)[nH]c(-n2[nH]c(C)cc2=O)n1
  nt	-1.2%
Nc1ccc(-c2nc3c(Cl)cc(N)cc3[nH]2)cc1
  -2%	-5.3%
COc1cc(/C=C2/SC(=S)N(CC(=O)O)C2=O)cc([N+](=O)[O-])c1O
  1%	11%
Nc1c(C(=O)NCc2ccco2)c2nc3ccccc3nc2n1CCc1ccccc1F
  nt	5.6%
O=C(Nc1ccccc1)c1ccc(NCCN2CCOCC2)c(S(=O)(=O)N2CCOCC2)c1
  2%	6.3%
COc1cc(N)cc(NC(=O)c2ccncc2)c1
  -12%	0.3%
Cn1c(=O)c2c(nc(NCC3CCCO3)n2Cc2ccccc2)n(C)c1=O (centres undefined)
  nt	7.1%
COc1ccc(OCC(=O)Nc2cc3oc4ccccc4c3cc2OC)cc1
  0%	0.4%
